Screening results from PubChem.
TEAD-YAP inh = TEAD-YAP interaction inhibition | hit rate 1.4% among 640,000 | inhibition, % at 9.12 µM | AID 1259422 | HEK-TIYL cells, TEAD-Gal4/YAP UAS-luciferase luminescence; in the data active = inhibition above about 32%;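 also: 0% = median of test compound wells and 100% = reference inhibitor wells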
GPR151 ag = activators of human GPR151; hit rate 1% among 650,000; Q8TDV0; PathHunter beta-arrestin GPR151 cells, luminescence; activation, % at 11.2 µM; in the data active = activation above about 4.9%;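 also: 0% = median of compound wells and 100% = cells with positive control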
MITF primary = inhibitors of human MITF. O75030. AlphaScreen MITF homodimerization, bead proximity signal. inhibition, % at 2.6 µM. hit rate 0.91% among 650,000; in the data active = inhibition above about 50%;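 also: 0% = vehicle wells with protein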
FBW7 act = activators of human E3 ligase FBW7 | Q969H0 | AlphaScreen FBW7–phospho-cyclin E peptide binding, activator screen | hit rate 0.13% among 650,000 | normalized activity (activation), % at 26.1 µM; in the data active = normalized activity above about 1.9%;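 also: purified mutant Fbw7 with reduced substrate affinity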
Target sequence (Q969H0 whole entry, looked up): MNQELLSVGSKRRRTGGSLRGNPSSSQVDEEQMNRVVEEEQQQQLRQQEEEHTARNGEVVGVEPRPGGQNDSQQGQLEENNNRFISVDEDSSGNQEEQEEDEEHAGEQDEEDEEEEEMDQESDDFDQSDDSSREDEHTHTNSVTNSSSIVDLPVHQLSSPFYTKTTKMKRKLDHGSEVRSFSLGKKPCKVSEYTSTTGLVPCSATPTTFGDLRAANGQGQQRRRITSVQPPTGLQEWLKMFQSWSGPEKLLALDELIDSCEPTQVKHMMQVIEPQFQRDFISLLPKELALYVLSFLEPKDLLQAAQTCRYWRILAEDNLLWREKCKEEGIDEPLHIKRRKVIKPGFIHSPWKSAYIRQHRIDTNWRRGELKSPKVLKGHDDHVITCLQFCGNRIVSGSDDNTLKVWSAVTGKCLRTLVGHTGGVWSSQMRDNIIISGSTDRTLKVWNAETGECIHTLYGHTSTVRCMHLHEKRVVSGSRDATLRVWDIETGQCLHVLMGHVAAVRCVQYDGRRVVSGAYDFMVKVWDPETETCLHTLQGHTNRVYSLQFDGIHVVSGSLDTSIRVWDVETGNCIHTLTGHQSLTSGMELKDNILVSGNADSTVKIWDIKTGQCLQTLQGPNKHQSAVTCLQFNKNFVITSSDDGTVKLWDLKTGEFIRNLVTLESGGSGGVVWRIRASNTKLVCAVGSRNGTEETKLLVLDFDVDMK
* = called active by the depositor; nt = not tested or not shown.

The opening 4 compounds, ahead of the listing:
SMILES | TEAD-YAP inh | GPR151 ag | MITF primary | FBW7 act
COc1cccc(C(=O)Nc2cc(-c3ccc(OC)nn3)ccc2C)c1 | 6 | -1.0 | 6 | -0.1
O=C(N/N=C/c1ccc2c(c1)OCO2)C(=O)Nc1cccc(Br)c1 | 1 | -0.3 | 8 | 0.1
O=C(CCCCCn1c(SCC(=O)NCc2ccco2)nc2ccsc2c1=O)NCCc1ccccc1 | -5 | 0.7 | -3 | -0.1
Cc1ccc2nc3sc(C(=O)Nc4ccc5c(c4)OCO5)c(N)c3cc2c1 | -29 | -1.3 | 9 | 0.2

All compounds of this part, from the first entry:
SMILES | TEAD-YAP inh | GPR151 ag | MITF primary | FBW7 act
COc1cccc(C(=O)Nc2cc(-c3ccc(OC)nn3)ccc2C)c1 | 6 | -1.0 | 6 | -0.1
O=C(N/N=C/c1ccc2c(c1)OCO2)C(=O)Nc1cccc(Br)c1 | 1 | -0.3 | 8 | 0.1
O=C(CCCCCn1c(SCC(=O)NCc2ccco2)nc2ccsc2c1=O)NCCc1ccccc1 | -5 | 0.7 | -3 | -0.1
Cc1ccc2nc3sc(C(=O)Nc4ccc5c(c4)OCO5)c(N)c3cc2c1 | -29 | -1.3 | 9 | 0.2
CC(C)(C)OC(=O)NCC1CCN(Cc2ccccc2)CC1 | 5 | 0.6 | 5 | -0.1
O=C(Nc1ccc(OC(F)(F)F)cc1)c1ccc(N2CC3CC(C2)c2cccc(=O)n2C3)c(NC(=O)c2ccncc2)c1 (centres undefined) | -6 | 0.6 | 1 | -0.1
CCc1nn(CC(=O)OC)c(=O)c2cc3oc(C)cc3n12 | 11 | 0.4 | -1 | 0.2
Cc1cc(OCC(=O)Nc2ccncc2)ccc1Br | 15 | -1.8 | 16 | 0.0
COc1ccc(Nc2nc3ccc(Cl)cc3n3c(C)nnc23)cc1 | 3 | 0.3 | -16 | 0.3
COC(=O)c1ccc(CSc2nn3c(SCc4ccc(C(=O)OC)cc4)nnc3s2)cc1 | -4 | 1.6 | 1 | 0.4
COC(=O)CN1C(=O)C(OC(C)=O)S(=O)c2ccccc21 (centres undefined) | 7 | -0.7 | 10 | -0.1
Cc1ccncc1-c1ncn(-c2ccc(Nc3nccc(-c4cc(F)cc(N5CCOCC5)c4)n3)cc2)n1 | 8 | -0.6 | -2 | 0.0
CCCCOC(=O)c1ccc(OC(=O)c2ccc(-c3ccc(CC)cn3)cc2)cc1 | 0 | 0.1 | 17 | 0.0
COCCCNC(=O)C(=O)Nc1ccccc1 | -58 | -4.5 | -1 | 0.1
COc1ccc(Cl)cc1NC(=O)CN1C(=O)CNC1=O | 0 | -0.5 | -1 | 0.4
O=C(Nc1ccccc1)c1sc2cc(Cl)ccc2c1Cl | -29 | -1.6 | 2 | 0.9
COc1ccc(S(=O)(=O)N2C(=O)/C(=C3\SC(=S)NC3=O)c3ccccc32)cc1 | 10 | -1.3 | 14 | 0.8
CC(=O)N1CCN(c2nc(C3CCCCC3)nc3sc(C)c(C)c23)CC1 | 8 | 0.0 | 8 | 0.0
CC(C)N(Cc1nccn1C)C(=O)c1ccc(OC2CCN(Cc3ccccn3)CC2)cc1 | 8 | 0.6 | 1 | 0.1
O=C(Nc1ncnc2c1CCC2)c1cccc(F)c1 | -22 | -0.4 | -3 | -0.1
O=C1c2ccccc2C(=O)c2c1oc1c3c(ccc21)OCN(CCCn1ccnc1)C3 | 7 | -2.5 | 25 | -0.6
CC1(C)CC2CC(C)(CN2C(=O)c2ccccc2)C1 (centres undefined) | 1 | 1.3 | -6 | -0.3
COc1ccc(CN2C[C@@H]3C[C@@H](c4cn(C)c5ccccc45)N4CCC[C@@]34C2=O)cc1 | 3 | 2.4 | -7 | -0.2
CC(=O)NCCN1C(=O)C(=O)/C(=C(\O)c2ccccc2)C1c1cccc([N+](=O)[O-])c1 (centres undefined) | 5 | 1.2 | -1 | -0.1

Three structures from above, ordered by number of heavy atoms, falling.
SMILES | TEAD-YAP inh | GPR151 ag | MITF primary | FBW7 act
CCCCOC(=O)c1ccc(OC(=O)c2ccc(-c3ccc(CC)cn3)cc2)cc1 | 0 | 0.1 | 17 | 0.0
COc1ccc(S(=O)(=O)N2C(=O)/C(=C3\SC(=S)NC3=O)c3ccccc32)cc1 | 10 | -1.3 | 14 | 0.8
CC(=O)N1CCN(c2nc(C3CCCCC3)nc3sc(C)c(C)c23)CC1 | 8 | 0.0 | 8 | 0.0

Following part.
SMILES | TEAD-YAP inh | GPR151 ag | MITF primary | FBW7 act
Cc1ccc2c(nc3s/c(=C/c4cccc(OCc5ccc(Cl)c(Cl)c5)c4)c(=O)n32)c1C | 7 | 1.6 | 0 | 0.0
CC(=O)C1=C(O)C(=O)N(Cc2cccnc2)C1c1ccc([N+](=O)[O-])cc1 (centres undefined) | 11 | 4.2 | 11 | 0.1
O=C(CN1CCN(c2ccccc2)CC1)Nc1ccc(Br)cc1 | -2 | 1.6 | -10 | -0.2
COc1cccc(CN2C(=O)C3C(C(=O)Nc4ccc(C(C)C)cc4)C4C=CC3(O4)C2C(=O)NC2CCCCC2C)c1 (centres undefined) | 4 | -1.0 | 7 | 0.5
N#C/C(=C/c1cccs1)C(=O)NCCN1CCOCC1 | -12 | 1.2 | -4 | 0.2
C=CCn1c(=O)/c(=C2/Sc3ccccc3N2C)s/c1=C1/C(=O)N(C2CCCCC2)N=C1C | -3 | -1.0 | 9 | 0.0
Cc1ccc2cc(C#N)c(N3CCCN(C(=O)C(F)(F)F)CC3)nc2c1 | -13 | 1.0 | 0 | 0.1
COc1ccc(CCNC(=O)CSc2nc(C)cs2)cc1 | -7 | -1.7 | 1 | -0.1
NC(=O)NC(=O)CSc1nnc(C(F)(F)F)n1N | -7 | -2.2 | -2 | 0.0
Cc1nonc1NC1(Nc2nonc2C)C(=O)c2ccccc2C1=O | -3 | -0.9 | 10 | -0.1
COc1ccc(CNC(=O)C2CCN(Cc3ccccn3)CC2)cc1 | -4 | -1.6 | 27 | 0.4
CCOc1ccc(/C=N/NC(=O)c2cc(-c3ccccc3)n[nH]2)cc1 | -1 | -0.1 | 7 | -0.1

Whole records as entered above. Screens in order: TEAD-YAP inh | GPR151 ag | MITF primary | FBW7 act
Results for O=C(CCCCCn1c(SCC(=O)NCc2ccco2)nc2ccsc2c1=O)NCCc1ccccc1 : -5 | 0.7 | -3 | -0.1
Results for COc1ccc(CNC(=O)C2CCN(Cc3ccccn3)CC2)cc1 : -4 | -1.6 | 27 | 0.4

(more compounds)
SMILES | TEAD-YAP inh | GPR151 ag | MITF primary | FBW7 act
CC1=C(C(=O)Nc2ccccc2Cl)C(c2ccc(F)cc2)NC(=O)N1 (centres undefined) | 12 | 1.4 | -3 | -0.1
CC(C)c1nc(N2CCN(C(=S)NC3CCCCC3)CC2)c(C#N)c2c1CCCC2 | 3 | -1.3 | 8 | 0.2
COc1ccc(Cl)cc1NC1=NCC(=O)N1Cc1cccs1 | 10 | 0.6 | 4 | 0.0
COc1cc(C(=O)NC(=S)Nc2ccccc2[N+](=O)[O-])cc(OC)c1OC | -3 | -0.9 | -6 | -0.1
CONC(=O)[C@@H](NC(=O)c1ccccc1Oc1nc(OC)cc(OC)n1)C(C)C | 7 | 3.8 | -4 | 0.2
COC(=O)C1CC(=O)N(C)C12CCN(Cc1ccc(OC)c(OC)c1Cl)CC2 (centres undefined) | 7 | -1.2 | 22 | 0.3
COc1cccc(/C=c2\sc3nc(=O)c(Cc4ccccc4)nn3c2=O)c1 | 3 | -0.1 | 19 | 0.2
COc1cc(NC(=O)c2nccc3ccccc23)ccc1NC(=O)c1ccco1 | -17 | -0.6 | 9 | -0.1
CCOC1(OCC)N=C(N)C2(C#N)C(c3ccc(F)cc3)C12C#N (centres undefined) | 1 | 3.9 | 37 | -0.1
COc1cccc(NC(=O)C2C3C=CC4(O3)C2C(=O)N(C2CCCCC2C)C4C(=O)NC2CCCCC2)c1 (centres undefined) | 1 | -1.4 | -20 | 0.1
O=C(CC(NC(=O)c1ccccc1)c1ccccc1)OCC(=O)N1c2ccccc2Sc2ccccc21 (centres undefined) | -8 | -1.8 | 9 | 0.1
CC(=O)c1ccc(C(=O)Nc2ccccc2C#N)cc1 | -12 | 1.9 | 6 | 0.0
CCOC(=O)CN(C)C(=O)CCc1nnc(CCc2ccccc2OC)o1 | 1 | -0.9 | 4 | 0.1
Cc1ccc2[nH]c(=O)c3cc(C(=O)N4CCOCC4)sc3c2c1 | -5 | -0.3 | 3 | -0.1
CCOC(=O)C1(CCOC)CCN(C(=O)Cc2ccc(SC)cc2)CC1 | 6 | -0.4 | 7 | 0.2
CC(C)C[C@@H]1NC(=O)[C@H]2CN(C(=O)Oc3ccc(Cl)cc3)CCN2C1=O | -4 | 2.4 | 8 | 0.0
COc1cc(/C=N/NC(=O)Cn2c(-c3ccccn3)nc3ccccc32)ccc1O | 2 | -0.1 | 11 | 0.2
O=C(CSc1nc(-c2ccccc2)cn1-c1ccccc1)Nc1ccccc1 | -9 | 1.5 | -7 | 0.0
COc1cc(/C=C2\SC(=S)N(Cc3ccco3)C2=O)cc(OC)c1OC(C)=O | -3 | -1.5 | -2 | -0.5
CCC1CN(CC(=O)N2CCC(c3ccncc3)CC2)Cc2ccc(Cl)cc2O1 (centres undefined) | -15 | -0.7 | -16 | -0.1
C#CCOn1ccc2ccc(S(C)(=O)=O)cc21 | 3 | 1.9 | 2 | 0.0
O=C(NCCCN1CCN(c2ccccc2F)CC1)Nc1cccc2ccccc12 | 4 | 0.4 | -16 | 0.5
Cc1ccc(NC(=O)Cn2cnc3sc(C(=O)N4CCC(Cc5ccccc5)CC4)c(C)c3c2=O)cc1Cl | -7 | -1.6 | -18 | 0.0
CSc1ccc(/C=c2\sc3nc(-c4ccco4)nn3c2=O)cc1 | 5 | 0.9 | 7 | -0.2
CC(=O)Nc1cccc(/C(C)=N/NC(=O)CCSc2ccccc2)c1 | -7 | 3.4 | -1 | 0.0
Cc1cc(C)c(C(=O)N2CCc3c(cnc(C)c3CNC(=O)C3CCCO3)C2)[nH]1 (centres undefined) | -6 | 0.7 | 8 | -0.1
Cc1nc(SCCNCCO)c2c3c(sc2n1)CCC3 | 3 | 0.4 | 1 | 0.1
CCOC(=O)CN1C(=O)C(C)(C)Oc2ccc(C(=O)NC(C)(C)CC)cc21 | -6 | -1.5 | 3 | 0.3
CCCc1noc(CN2CCN(c3cc(Cl)ccc3C)CC2)n1 | 4 | -2.3 | 5 | 0.5
CCCC1CC(C)(C)CCN1c1c[nH]c(=O)[nH]c1=O (centres undefined) | 6 | 3.1 | 7 | -0.9
CCOc1ccc(Nc2ncnc3ccc([N+](=O)[O-])cc23)cc1 | 31 | 1.0 | 5 | 0.1
CCN(c1ccccc1)S(=O)(=O)c1ccc(Oc2ccccc2C(C)=O)nc1 | 6 | -1.1 | -8 | -0.1
CC1=C(OC(=O)c2ccccc2)C(C)(C)C(c2ccc(Br)cc2)OC1=O (centres undefined) | -6 | -0.8 | -4 | -0.3
CCCCOc1ccc(C(=O)Oc2coc(CSc3nccn3C)cc2=O)cc1 | 3 | -0.2 | -12 | 0.3
O=C(Cc1ccc(Br)cc1)OC1CCOC1=O (centres undefined) | 5 | -0.1 | 1 | 0.2
O=C(NCc1cccnc1)/C(=N\O)c1ccccc1 | 7 | -1.4 | 12 | -0.1
CCCCNC(=O)c1cccc(I)c1 | -7 | 0.5 | 1 | -0.1
COc1ccc(CCN(C(C)=O)C2CC(=O)N(c3ccccc3)C2=O)cc1 (centres undefined) | 9 | 0.0 | 18 | 0.2
CSc1cccc(CN2CCN3C(=O)[C@H](CO)NC(=O)[C@H]3C2)c1 | 10 | 0.1 | 5 | -0.3
Cc1cc(C)c2[nH]c(C)c(CN(C)C)c(=O)c2c1 | 1 | -0.4 | 2 | 0.3
CC1CCCN(C(=O)c2ccc3c(=O)n(C4CCCC4)c(=S)[nH]c3c2)C1 (centres undefined) | 4 | 2.1 | -5 | -0.1
Nc1nc(NCCCN2CCOCC2)cc(-c2ccccc2)n1 | -5 | -1.5 | 10 | 0.2
CCN1C(=O)/C(=C\C=C2/Sc3c(ccc4ccccc34)N2CC)SC1=Nc1ccc(OC)cc1 | -6 | 4.6 | 17 | 0.3
CCCC1(CCC)NC(=O)N(CC(=O)NCc2ccc(F)cc2)C1=O | 11 | 0.5 | -2 | 0.1
Cc1sc2nc(C)n3c(=O)n(CC(=O)N(C(C)C)C(C)C)nc3c2c1C | -2 | -0.2 | -7 | 0.0
CCCCCC/C=C\CCCC(=O)CC(=O)N[C@H]1CCOC1=O | nt | 1.6 | -1 | nt
CC(=O)Nc1ccc(C(=O)N2CCN(c3cccc(C)c3C)CC2)cc1 | -11 | 1.2 | -5 | -0.1
Cc1c(C(=O)O)c2cc(NS(C)(=O)=O)ccc2n1S(C)(=O)=O | -15 | 3.7 | -7 | 0.1
O=C(Nc1c2c(nn1-c1ccc([N+](=O)[O-])cc1)CS(=O)(=O)C2)c1ccccc1Br | 5 | 1.1 | 8 | 0.0
CCCCOc1cccc(NC(=O)c2sc3nc4c(c(-c5cccs5)c3c2N)CCCC4)c1 | -3 | 1.9 | -5 | 0.0
